High-throughput results from PubChem BioAssay.
TRHR ag = agonists of human TRH receptor | 0.18% of 360,000 active | activation, % at 2 µM | TRHR cells, calcium flux fluo-8, FDSS agonist mode | AID 493084; in the data active = activation above about 30%; also: 0% is about no effect
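Read-out: compound-evoked intracellular calcium rise in TRHR cells, fluo-8 dye, kinetic FDSS fluorescence at 1 s/cycle following a 10-cycle baseline. Cells cultured overnight before dye loading (30 min–1.5 h, RT).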
TRHR enhancer = allosteric enhancers of human TRH receptor. TRHR cells, fluo-8 calcium fluorescence, EC20 TRH enhancement. 0.66% of 360,000 active. enhancement, % at 2 µM; in the data active = enhancement above about 30%; also: 0% is about no effect
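Enhancer read-out: after compound pinning and an initial kinetic agonist-mode read, an EC20 of TRH (10 nM final) was injected and fluo-8 calcium signal (Ex 480/Em 530) followed at 1 s/cycle for 100 cycles in TRHR-expressing cells.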
PI4K2A inh = PI4K2A (human) kinase inhibition; Q9BTU6; purified PI4K2A, ADP-Glo luminescence, 1 h; stronger effect = lower value; activity change, negative = inhibition, % at 76.9 µM; 0.13% of 420,000 active; in the data active = activity change below about -50%; inconclusive = mostly about -30% to -49%;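 also: -100% = wells without enzyme as full effect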
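ADP-Glo luminescence measured ADP generated by PI4K2A enzyme (4 ug/mL before mixing) with 1.2 mM PI substrate (pre-mix) and 300 microM ATP (pre-mix). Tris pH7.5 buffer with MgCl2, Triton X-100; 1 h reaction at ambient temperature.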
mIDH1 inhibitor = human IDH1 R132H inhibition; IDH1-R132H enzyme, NADPH consumption, diaphorase/resazurin fluorescence; O75874; 0.093% of 390,000 active; Potency, µM (titrated, usually from 76.6 µM), for inactives: at the top dose activity change, negative = inhibition, most hits filed as inhibitors; also: potency is read from the fitted curve at half-maximal effect; % is scaled to controls: 0 for no effect and ±100 for the full control effect; nearly all actives have a fitted effect of over 65% in size
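IDH1-R132H (0.5 ug/mL) preincubated 30 min with compound, then NADPH (0.016 mM) and alpha-KG (2 mM) added; 80 min at RT, pH 7.5. Remaining NADPH coupled via diaphorase/resazurin to fluorescence (540/590 nm); concentration-response curves normalized to no-enzyme control.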
rTrxR1 inhibitor = blocks rat thioredoxin reductase 1 | 1% of 390,000 active | O89049 | Potency, µM (highest dose often 114 µM), without a hit: top-dose activity change, negative = inhibition, hits mostly inhibitors | AID 588453 | recombinant rTrxR1, NADPH fluorescence consumption, selenite substrate; also: potency is read from the fitted curve at half-maximal effect; % is scaled to controls: 0 for no effect and ±100 for the full control effect; nearly all actives have a fitted effect of over 65% in size
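Rat TrxR1 (90 nM in the dispensed reagent) was pre-reduced with 400 uM NADPH for 5 min at room temperature, then incubated with compound for 15 min. After 400 uM selenite was added, NADPH fluorescence (Ex 340/Em 450 nm) was followed for 8 min.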
TrxR1 substrate = is turned over as a substrate by rat TrxR1; purified TrxR1 substrate turnover, NADPH consumption readout; Potency, µM (highest dose often 114 µM), for inactives: top-dose activity change, negative = substrate turnover; 0.01% of 390,000 active; AID 588456; also: potency is read from the fitted curve at half-maximal effect; % is scaled to controls: 0 for no effect and ±100 for the full control effect; nearly all actives have a fitted effect of over 50% in size
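Rat TrxR1, dispensed at 90 nM, was prereduced with 400 uM NADPH (final) for 5 min at ~22 deg C, then incubated with compound 15 min before 400 uM selenite. A first-read NADPH fluorescence drop versus no-compound background flagged substrates.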
USP1 inh = blocks the human USP1/UAF1 deubiquitinase complex; recombinant USP1/UAF1, Ub-Rhodamine cleavage fluorescence; Potency, µM (highest dose often 57.1 µM), inactives show top-dose activity change, negative = inhibition, actives largely listed as inhibitors; 0.23% of 390,000 active; AID 743255; also: potency is read from the fitted curve at half-maximal effect; % is scaled to controls: 0 for no effect and ±100 for the full control effect; nearly all actives have a fitted effect of over 60% in size; inactives centre near -12
Target sequence (O94782 whole entry, looked up): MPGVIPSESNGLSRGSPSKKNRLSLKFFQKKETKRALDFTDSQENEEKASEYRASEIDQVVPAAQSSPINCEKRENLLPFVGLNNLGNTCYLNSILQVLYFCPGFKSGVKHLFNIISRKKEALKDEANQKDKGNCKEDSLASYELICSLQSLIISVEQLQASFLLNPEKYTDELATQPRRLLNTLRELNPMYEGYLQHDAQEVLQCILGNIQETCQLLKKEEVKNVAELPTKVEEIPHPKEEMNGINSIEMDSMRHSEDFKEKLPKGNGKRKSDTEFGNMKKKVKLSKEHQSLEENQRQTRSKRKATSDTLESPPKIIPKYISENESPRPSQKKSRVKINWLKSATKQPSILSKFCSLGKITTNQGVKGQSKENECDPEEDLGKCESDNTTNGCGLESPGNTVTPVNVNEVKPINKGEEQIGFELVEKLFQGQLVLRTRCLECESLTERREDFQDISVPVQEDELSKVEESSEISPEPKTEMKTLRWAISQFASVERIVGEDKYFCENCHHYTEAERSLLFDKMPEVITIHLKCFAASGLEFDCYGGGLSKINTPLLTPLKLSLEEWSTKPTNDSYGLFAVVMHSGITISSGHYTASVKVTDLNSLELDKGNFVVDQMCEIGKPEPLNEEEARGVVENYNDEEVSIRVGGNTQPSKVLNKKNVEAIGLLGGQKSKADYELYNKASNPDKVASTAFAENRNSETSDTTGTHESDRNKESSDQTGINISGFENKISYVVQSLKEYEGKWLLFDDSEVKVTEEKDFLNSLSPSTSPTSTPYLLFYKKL
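High-throughput fluorogenic screen: 1nM USP1/UAF1 complex, Ub-Rho substrate 150nM final, 50mM HEPES pH 7.8 with 0.5mM EDTA, 0.1 mg/ml BSA, 1mM TCEP and 0.01% Tween-20.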
D2 antagonist = D2 dopamine receptor (human) antagonism; P14416; HEK293 TREx D2 cells, calcium flux, dopamine EC80; inhibition, % at 10 µM; 2% of 340,000 active; AID 485344; in the data active = inhibition above about 30%; also: 0% is about no effect
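Calcium flux kinetic readout in an inducible HEK293 TREx D2 line plated overnight at 30 C. After 180 s compound exposure, an EC80 dopamine challenge follows with another 180 s kinetic read to detect antagonism.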
D2 agonist = agonists of human D2 dopamine receptor; HEK293 T-REx D2 cells, calcium flux agonist mode; AID 485358; activation, % at 2 µM; 0.53% of 340,000 active;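 active = activation over 3 SD above normal in the single-dose calcium agonist read, cut at about 30% in these data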; also: 0% is about no effect
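HEK293 Trex D2 cells, tetracycline-induced, o/n 30 C 5% CO2; no-wash Ca dye, RT 30–90 min; 10-cycle baseline, 23 nl cpd added, kinetic Ca read 180 s; agonist hits = positive Ca response.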
Starred values were filed as active, the others as inactive; ? = inconclusive; / = not tested or not shown; [ ] = remark or other dose. Unless noted, calls follow the shape of the dose curve; as a rule, active = well fitted inhibition curve with a large enough effect; inconclusive = small, poorly fitted or top-dose-only effect; inactive = no such curve, though single readings can be large or run the other way.

mol | TRHR ag | TRHR enhancer | PI4K2A inh | mIDH1 inhibitor | rTrxR1 inhibitor | TrxR1 substrate | USP1 inh | D2 antagonist | D2 agonist
COc1cccc(C(=O)N2CCC(c3nc4ccccc4s3)CC2)c1 | -0.8 | -7 | 1 | -4% | 19% | 6% | -9% | / | 0.5
O=C(NCc1ccco1)C(=O)NCC1OCCN1S(=O)(=O)c1ccc(Br)cc1 (stereo not given) | -0.2 | -4 | -3 | -2% | 15% | 3% | -25% | 6 | -0.4
Cc1cc(C)n(C(=O)CNC(=O)Cc2ccccc2)n1 | -0.1 | -5 | 8 | 2% | 11% | 3% | -14% | -8 | -1.4
Cc1ccc(C)c(CSc2nc3c([nH]c4ccccc43)c(=O)n2C)c1 | 0.0 | -3 | -1 | -21% | 10%[57.1 µM] | -5%[57.1 µM] | -11% | / | -0.3
COCCn1c(Sc2ccccc2)nc2c1c(=O)[nH]c(=O)n2C | 0.1 | -1 | -3 | 1% | 26% | 8% | -22% | 8 | -1.5
CC(=O)Nc1ccc(C(=O)Cn2nnc3ccccc3c2=O)cc1 | 0.2 | 3 | 7 | -2% | 7% | 5% | -9% | / | /
Cc1ncoc1C(=O)NC1CCCc2c1cnn2-c1ccc(C(C)(C)C)cc1 (stereo not given) | 0.2 | 7 | -3 | 5% | 5% | -6% | -7% | 18 | -1.4
O=C(Nc1ccc(O)cc1)/C(=C\c1ccncc1)NC(=O)c1ccccc1 | 0.7 | -2 | -3 | 12% | 22%[57.1 µM] | -6%[57.1 µM] | -9% | 11 | 1.1
COCC(C)NCc1cc(Br)ccc1OC (stereo not given) | 0.4 | 0 | -3 | 3% | 9%[57.1 µM] | 7% | -17% | -8 | 0.0
Cc1cccc(C(=O)Oc2ccc3ccc(O)cc3c2)c1 | -0.1 | -6 | -9 | -2% | 36%[activator] | 11% | 0% | -1 | 0.8
O=C(COC(=O)Cc1ccsc1)NC(c1ccccc1)c1ccccc1 | 1.9 | 12 | 10 | 11% | -11% | -17% | -6% | 1 | -0.4
CCN(CC)S(=O)(=O)c1ccc2c(c1)N(CC(=O)NCCCN1CC(C)CC(C)C1)C(=O)CO2 (stereo not given) | -0.2 | 3 | 0 | 11% | -12% | -1% | -18% | 23 | -0.2
CCc1ccc(OCc2nnc(SCCN3CCOCC3)n2CC)cc1 | -0.8 | -7 | 10 | 4% | 6% | -1% | -16% | 2 | -0.7
Cc1cc(C(=O)COC(=O)c2ccc(N)c([N+](=O)[O-])c2)c(C)n1Cc1ccc2c(c1)OCO2 | 0.3 | -2 | -4 | -10% | 18% | 2% | -24% | 15 | -0.2
O=C(COc1ccc2ccccc2c1Br)N1CCN(c2ccccn2)CC1 | 0.1 | -2 | 5 | 2% | 7% | -6% | -13% | 11 | -0.1
COc1nccnc1NS(=O)(=O)c1ccc(NCc2ccccc2O)cc1 | 0.5 | 8 | -1 | 7% | 7% | 2% | -15% | -20 | 0.4
Cc1ccc(C(=O)Nc2sc(C)c(C)c2C(=O)c2ccccc2)cc1 | -0.2 | -2 | -2 | 0% | -25% | -13% | -8% | / | /
CCOC(=O)CNC(=O)CSc1ncnc2c1cnn2-c1ccc(OC)cc1 | 0.0 | 1 | -7 | 3% | -6% | 19% | -10% | 0 | 0.4
COC(C[C@H](O)[C@@H](C)[C@H](O)COCc1ccccc1)OC | -0.1 | -8 | -3 | 13% | 0% | 0% | -20% | -8 | 0.4
Cc1ccc(OCCn2nnc3sc4c(c3c2=O)CCC(C)C4)cc1 (stereo not given) | 2.6 | -2 | -1 | / | -8% | -11% | -30% | / | /

Single values from the results shown:
O=C(COc1ccc2ccccc2c1Br)N1CCN(c2ccccn2)CC1 @ TRHR enhancer = -2
O=C(COC(=O)Cc1ccsc1)NC(c1ccccc1)c1ccccc1 @ PI4K2A inh = 10

More compounds follow:
mol | TRHR ag | TRHR enhancer | PI4K2A inh | mIDH1 inhibitor | rTrxR1 inhibitor | TrxR1 substrate | USP1 inh | D2 antagonist | D2 agonist
O=c1c(-c2ccc(Br)cc2)[n+]([O-])c2ccccc2n1OCc1ccccn1 | 1.0 | 2 | -1 | 2% | 22%[57.1 µM] | 4%[57.1 µM] | -7% | -4 | 0.7
CCN(CC)C(=O)COc1ccc2oc(C)c(C(=O)OC(C)C)c2c1 | 1.3 | -3 | 5 | 4% | 13% | 2% | -14% | 31* | -0.2
CCc1nnc2c(NCc3ccc(F)cc3)nc3ccccc3n12 | 1.0 | 0 | -1 | -16% | 17% | -1% | -11% | / | 0.5
O/N=C/c1nc2cc(Cl)ccc2o1 | -2.2 | 2 | 2 | -1% | 18%[57.1 µM] | 16%[57.1 µM] | ? | -1 | 0.5
Cc1ccc(-c2n[nH]c3c2CCC3)cc1 | 0.7 | -2 | 4 | 3% | 4% | -3% | 6% | 13 | -0.9
COCCCNC(=O)CCS(=O)(=O)Cc1ccc(C)cc1 | 0.0 | -5 | -1 | -5% | 13% | 4% | -12% | -16 | -0.1
CCN(CC(=O)Nc1ccc2c(c1)OCCO2)C(=O)/C=C/c1cccc(OC)c1OC | 0.3 | -2 | -1 | 0% | -8% | -2% | -3% | 19 | -0.3
CCOc1ccc(S(=O)(=O)N2CCCCCC2)cc1 | 0.5 | -1 | -2 | 1% | 13% | 3% | 6% | -7 | 0.1
CCCn1c(=O)c(C(=O)NCc2ccc3c(c2)OCO3)c(O)c2ccccc21 | 1.5 | 8 | 4 | 0% | 18%[2.29 µM] | 4% | -13% | -15 | -0.5
COc1ccc(CN2CC(=O)N3[C@H]4c5ccc(OC)cc5OC[C@@H]4[C@H](c4ccccc4)[C@]3(C)C2=O)cc1 | 0.4 | 10 | 4 | 8% | 20%[57.1 µM] | 3%[57.1 µM] | -28% | 9 | 0.1
CCOC(=O)CNC(=S)N(Cc1cccs1)C1CCCC1 | 0.0 | -4 | 6 | 5% | -5% | -4% | -21% | 14 | -1.1
COc1ccc(-c2[nH]ncc2CN(C)C(C)c2ccncn2)c(F)c1 (stereo not given) | -0.4 | 3 | 3 | -22% | 11% | 8% | -18% | / | /
CCOC(CCn1c(SCc2ccc([N+](=O)[O-])cc2)nc2ccccc2c1=O)OCC | 1.4 | 5 | 6 | -3% | 8% | -2% | -11% | -16 | 0.6
COC(=O)CNC(=O)c1nn(-c2cccc(OC)c2)c(=O)c2ccccc12 | -0.2 | 1 | 1 | 2% | 9%[57.1 µM] | 6%[57.1 µM] | -7% | 26 | -0.7
O=C(/C=C/c1cccc(F)c1)NNC(=O)c1ccncc1 | 1.0 | -2 | 0 | -1% | -1% | -8% | -4% | 16 | -0.2
O=C(c1ccco1)N(Cc1cccs1)C1CCS(=O)(=O)C1 (stereo not given) | 0.3 | -15 | 11 | 3% | 5%[57.1 µM] | 9%[57.1 µM] | 3% | 0 | -0.1
CC(=O)Oc1c(-c2ccc(Br)o2)oc2ccccc2c1=O | 4.5 | -3 | -3 | -1% | 22% | 238%[activator] | -11% | -1 | 2.4
O=C(Nc1cccc(F)c1)c1c(O)c2ccccc2[nH]c1=O | 0.8 | 1 | 3 | -3% | 20%[57.1 µM] | 17% | -3% | -17 | -3.7
COc1cccc(C(C2C(=O)CC(C)(C)CC2=O)C2C(=O)CC(C)(C)CC2=O)c1 | -0.6 | -3 | -1 | -9% | ? | 5% | -20% | -5 | -0.7
CC(C(=O)NCCN1CCOCC1)c1ccc([N+](=O)[O-])cc1 (stereo not given) | -0.8 | 9 | 1 | 3% | 20% | 6% | -17% | 23 | 1.6

mol | TRHR ag | TRHR enhancer | PI4K2A inh | mIDH1 inhibitor | rTrxR1 inhibitor | TrxR1 substrate | USP1 inh | D2 antagonist | D2 agonist
COc1ccccc1C(=O)Nc1nnc(SCC(=O)NC2CCCC2)s1 | -0.1 | 2 | 3 | -18% | -17% | -6% | -13% | 3 | -2.9
CCOC(=O)CCn1cc(F)c(=O)[nH]c1=O | -0.4 | -3 | 1 | -11% | 8%[57.1 µM] | -2%[57.1 µM] | -13% | -3 | -0.1
CN(C)c1ccc(C(C#N)c2ccccc2)nn1 (stereo not given) | 0.2 | 15 | 3 | 0% | -12% | -11% | -13% | -9 | 0.7
O=C(Nc1ccc2oc(-c3cccnc3)nc2c1)c1ccc(-c2ccccc2)o1 | -0.3 | 2 | -5 | 2% | -21% | 32%[activator] | -16% | / | -1.8
O=c1ccn(Cc2ccccc2)c(=O)n1Cc1ccccc1 | -0.8 | -3 | -3 | -1% | 18% | 0% | -10% | -15 | 0.1
COc1ccc(Cl)cc1NC(=O)NN1CCN(C)CC1 | -1.3 | 12 | 6 | -12% | 19% | 2% | -30% | 11 | 0.3
CCOc1ccc(CN(C)C(=O)CCNC(=O)c2ccco2)cc1 | -0.2 | -6 | -1 | 14% | 5% | 4% | -11% | 18 | -0.7
COC(=O)C(Cc1ccccc1)NC(=O)C12CC3CC(CC(C3)C1)C2 (stereo not given) | 0.3 | -1 | -7 | 1% | 2% | -6% | 4% | 2 | -0.4
N#Cc1c(SCc2ccccc2)nc(N2CCOCC2)c2c1CCCC2 | -0.4 | 3 | -2 | 0% | 8%[57.1 µM] | 7%[57.1 µM] | -16% | -11 | 1.6
COc1ccc(C(C)(C)C)cc1NC(=O)CCn1[nH]c(=O)ccc1=O | / | / | -1 | -7% | 4% | -6% | -2% | / | /
CCn1c(=O)cc(OCC(=O)NC2CCCCC2)c2ccccc21 | 0.5 | -7 | 0 | 5% | -16% | -8% | -6% | / | /
O=C(/C=C/c1ccc(O)c([N+](=O)[O-])c1)c1ccc2ccccc2c1 | -0.5 | 6 | 3 | -7% | -7% | -5% | -8% | 11 | 0.1
